FLuc counter: inhibits or activates purified firefly luciferase, miR-21 counter-screen; purified FLuc, Km substrates, luminescence inhibition; actives 6.9% (n = 360,000); AID 588342; Potency, µM (highest dose often 57.5 µM), without a hit: at the highest dose activity change, negative = inhibition, usual class: inhibitors; P08659;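 further: plate controls were vehicle for no effect and reference inhibitor for full effect; nearly all actives have a fitted effect of over 55% in size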
Target sequence (P08659 whole entry, looked up): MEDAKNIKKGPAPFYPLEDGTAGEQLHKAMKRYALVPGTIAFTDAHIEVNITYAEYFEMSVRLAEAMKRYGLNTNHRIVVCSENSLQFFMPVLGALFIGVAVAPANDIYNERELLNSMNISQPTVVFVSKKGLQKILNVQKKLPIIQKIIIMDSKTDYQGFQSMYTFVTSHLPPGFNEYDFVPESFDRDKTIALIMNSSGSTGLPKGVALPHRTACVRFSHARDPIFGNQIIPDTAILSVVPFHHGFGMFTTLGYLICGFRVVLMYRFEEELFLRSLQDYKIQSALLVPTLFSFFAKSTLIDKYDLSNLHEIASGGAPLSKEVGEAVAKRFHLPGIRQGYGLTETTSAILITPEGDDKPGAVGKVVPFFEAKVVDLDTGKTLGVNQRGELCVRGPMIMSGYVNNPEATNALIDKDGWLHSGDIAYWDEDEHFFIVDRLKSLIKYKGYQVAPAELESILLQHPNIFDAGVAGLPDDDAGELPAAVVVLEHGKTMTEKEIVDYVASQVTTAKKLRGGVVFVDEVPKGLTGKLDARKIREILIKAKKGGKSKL
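Purified P. pyralis luciferase (10nM final) with 10uM D-luciferin and 10uM ATP (Km levels) in 50mM Tris acetate pH 7.5, 10mM Mg acetate, 0.01% Tween-20, 0.05% BSA; qHTS 6-point titration, ~60 µM downward; luminescence read.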
RORg inh: ROR gamma (mouse) transcription inhibition | actives 5.4% (n = 310,000) | Drosophila S2 Gal4-RORgamma UAS-luciferase reporter, 20 h | AID 2551 | P51450 | Potency, µM (highest dose often 53.6 µM), for inactives: at the highest dose activity change, negative = inhibition, hits mostly inhibitors; further: on the % scale 0 is the no-effect control and ±100 the full control effect; nearly all actives have a fitted effect of over 60% in size
Target sequence (P51450 whole entry, looked up, the tested form may be a part): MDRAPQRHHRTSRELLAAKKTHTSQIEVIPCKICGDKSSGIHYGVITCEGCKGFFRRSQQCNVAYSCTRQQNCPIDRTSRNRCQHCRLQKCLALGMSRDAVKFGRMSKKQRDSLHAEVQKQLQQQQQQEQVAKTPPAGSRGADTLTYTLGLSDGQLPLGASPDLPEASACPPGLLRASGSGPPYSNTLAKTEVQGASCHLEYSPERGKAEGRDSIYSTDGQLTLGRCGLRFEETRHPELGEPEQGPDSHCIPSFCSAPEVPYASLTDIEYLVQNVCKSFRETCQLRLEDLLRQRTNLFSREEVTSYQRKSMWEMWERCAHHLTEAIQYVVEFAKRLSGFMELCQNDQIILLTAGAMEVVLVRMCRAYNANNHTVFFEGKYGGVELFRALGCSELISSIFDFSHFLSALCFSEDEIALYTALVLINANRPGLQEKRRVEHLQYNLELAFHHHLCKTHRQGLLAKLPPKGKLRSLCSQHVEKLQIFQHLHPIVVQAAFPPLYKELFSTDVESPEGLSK
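In this cell-based reporter format, copper sulfate (700 uM final) drives Gal4–ROR gamma fusion expression from a metallothionein promoter in Drosophila Schneider cells; compounds preincubated 1 hr, reporter read after 20 hr at ambient temperature.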
uPA generation: cell surface uPA generation inhibition | cell surface uPA generation assay, qHTS | Potency, µM (titrated, usually from 38.3 µM), inactives show top-dose activity change, negative = inhibition, actives largely listed as inhibitors | actives 0.31% (n = 330,000); active means well fitted inhibition curve with a large enough effect; inconclusive means small, poorly fitted or top-dose-only effect; inactive means no such curve, though single readings can be large or run the other way; tested in mouse RAW 264.7 cells; further: on the % scale 0 is the no-effect control and ±100 the full control effect; nearly all actives have a fitted effect of over 55% in size
p53 reactivation: mutant p53 re-activation in reporter cells | H1299 p53-A138V BP100-luciferase reporter, luminescence, 24 h | Potency, µM (doses to about 92.2 µM), for the others: at the top dose activity change, positive = activation, hits mostly activators | actives 0.063% (n = 320,000) | AID 504706; further: % of control where 0% means no effect; nearly all actives have a fitted effect of over 45% in size
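H1299 (p53-null), stable ts p53-A138V + BP100-Luc; 1000 cells/well, Opti-MEM/10% FBS; cpd 4 pt, 1:5; 24 h, 37 deg C, 5% CO2; detection reagent 10 min RT; luminescence.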
MBNL1 CUG block: inhibitors of human MBNL1 binding to CUG repeat RNA | Q9NR56 | TR-FRET MBNL1-His/biotin-(CUG)12 binding, 665/545 ratio | Potency, µM (highest dose often 57.5 µM), for inactives: at the highest dose activity change, negative = inhibition, hits mostly inhibitors | actives 0.036% (n = 280,000); active means well fitted inhibition curve with a large enough effect in the signal ratio, with a control signal flat, not every such curve was filed as active; inconclusive means small, poorly fitted or top-dose-only effect, or effect the other way, or a change in a side signal; inactive means no such curve, though single readings can be large or run the other way; the % refers to the signal ratio; further: on the % scale 0 is the no-effect control and ±100 the full control effect
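MBNL1-His + Biotin-(CUG)12, cpd titration 92 nM–58 uM; Tb anti-His Ab 0.055 ng/ul, SA-XL665 5 nM (final); 60 min RT; ratiometric 665/545 nm, Ex 340 nm; normalized to buffer and full-complex controls.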
VP16 counter: counter-screen for ROR gamma inhibitors: Gal4-VP16 reporter. Drosophila S2 Gal4-VP16 UAS-luciferase, luminescence, 20 h. Potency, µM (doses to about 53.6 µM), for the others: at the highest dose activity, negative = inhibition, actives largely listed as inhibitors. actives 3.5% (n = 310,000). AID 2546;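 further: Gal4-VP16 expression switched on by copper sulfate through the metallothionein promoter; on the % scale 0 is the no-effect control and ±100 the full control effect; nearly all actives have a fitted effect of over 50% in size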
Rab9 prom act: Rab9 promoter activation; AID 485297; Potency, µM (top dose mostly 9.22 µM), inactives show at the top dose activation, negative = inhibition, actives largely listed as activators; Huh7 Rab9 promoter-luciferase reporter, luminescence, 24 h; actives 2.8% (n = 320,000); further: % of control where 0% means no effect; nearly all actives have a fitted effect of over 60% in size
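Huh7 reporter line, Rab9 promoter upstream of luciferase. Compound exposure 24 h at 37 °C in reduced-serum medium with 10% FBS. Read-out: luminescence.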
NPC1 promoter act: NPC1 promoter activation | Huh7 NPC1 promoter luciferase reporter, 24 h | Potency, µM (top dose mostly 9.22 µM), for the others: at the highest dose activation, usual class: activators | actives 2.4% (n = 320,000) | AID 485313;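 further: % of control where 0% means no effect; nearly all actives have a fitted effect of over 60% in size; reporter is driven by a mutant NPC1 promoter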
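Quantitative HTS used a cell-based reporter: Huh7 cells stably bearing the NPC1 promoter upstream of luciferase were treated with compounds for 24 h, and promoter activation was read as luminescence.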
BRCA1 expr act: increases BRCA1 expression; MCF7-BRCA1-FFLuc reporter, luminescence, 48 h; response scale: scaled: vehicle 0%, 10 µM genistein 100%; Potency, µM (top dose mostly 46.1 µM), without a hit: at the top dose activation, most hits filed as activators; actives 1.1% (n = 380,000); further: nearly all actives have a fitted effect of over 80% in size; some results filed as inactive show a strong effect at the top dose
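48 h compound treatment of MCF7-BRCA1-FFLuc cells (phenol-red free MEM, 37 °C), then 15 min with luciferase substrate and luminescence imaging.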
ELG1 genotox: induces genotoxicity in HEK293T cells with luciferase-tagged ELG1 | HEK293T ELG1-luciferase reporter, luminescence, 16 h | Potency, µM (highest dose often 46 µM), for inactives: at the highest dose activity change, positive = activation, most hits filed as activators | actives 1.3% (n = 330,000) | AID 504466; further: % of control where 0% means no effect; nearly all actives have a fitted effect of over 60% in size
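HEK293T cells expressing luciferase-tagged ELG1 were exposed to compound or DMSO vehicle for 16 hr at 37 °C and 5% CO2. Luciferase activity was then measured with ONE-Glo after 30 min at room temperature.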
The depositor's hits bear a star; ? = inconclusive; · = no result given; [ ] = another dose, or the depositor's remark. Unless noted, the call rests on the fitted dose curve; in most records, active means well fitted curve in the direction sought with a large enough effect; inconclusive means small, poorly fitted or top-dose-only effect, or another doubt; inactive means no such curve, though single readings can be large; an effect the other way counts as inactive or inconclusive. Potency means the concentration at half of the fitted maximal effect. Compounds were not picked by outcome. About 13% of those tested had a hit in this group.

SMILES | FLuc counter | RORg inh | uPA generation | p53 reactivation | MBNL1 CUG block | VP16 counter | Rab9 prom act | NPC1 promoter act | BRCA1 expr act | ELG1 genotox
CCCC(=O)NCc1cc(-c2nn(C)c(=O)c3ccccc23)ccc1OC | -2% | -27% | -4% | -7% | 21% | -10% | 1% | -5% | -19% | 14%
CC(NC(=O)C12CC3CC(CC(C3)C1)C2)C(=O)N/N=C/C1=C(N2CCOCC2)C(=C\c2cccc([N+](=O)[O-])c2)/CC1 (stereo not given) | 1% | -13% | 6% | -5% | -4% | 5% | -3% | -4% | -19% | -3%
COc1cccc(-c2c(NC(=O)c3ccco3)n(-c3ccc(C)cc3)nc(C)c2=O)c1 | 5% | ? | · | -9% | -10% | -1% | 4% | -4% | 2% | -3%
CC(=NCCc1ccccc1)C1=C(O)CCC1=O | 3% | 0% | 1% | -4% | -13% | 1% | -5% | -2% | 1% | 3%
Cc1ccc(NC(=O)Nc2nc(-c3ccc(C)s3)cs2)cc1 | -16% | -17% | 2% | -1% | 3% | -9% | -6% | 13% | 14% | 0%
CCn1c(/C=C/c2ccc(O)c(O)c2)nc2ccccc2c1=O | -16% | 15% | ? | -124%[inhibitor] | 22% | -9% | 14% | -16% | 52% | 0%
CCOC(=O)COn1c(=O)c(-c2ccco2)[n+]([O-])c2ccccc21 | -7% | 0% | 6% | 16% | ? | -1% | 10% | 5% | -28% | 1%
Cc1cc(NC(=O)CS(=O)(=O)Cc2ccccc2)no1 | 2% | -9% | 1% | -1% | -5% | 2% | -5% | -2% | -4% | 0%
Cc1ccccc1NC(=O)COC(=O)c1ccc(S(=O)(=O)N2CCCC2)cc1 | 2% | · | -2% | 0% | · | · | -1% | 1% | -3% | 2%
COc1cc2c(cc1OC)C(COc1ccccc1OC)N(C(C)=O)CC2 (stereo not given) | 1% | 5% | 4% | -5% | -2% | -6% | -3% | -4% | -10% | 0%

Full records from above. Order of values: FLuc counter	RORg inh	uPA generation	p53 reactivation	MBNL1 CUG block	VP16 counter	Rab9 prom act	NPC1 promoter act	BRCA1 expr act	ELG1 genotox
Record of CC(=NCCc1ccccc1)C1=C(O)CCC1=O → 3%	0%	1%	-4%	-13%	1%	-5%	-2%	1%	3%
Record of CCOC(=O)COn1c(=O)c(-c2ccco2)[n+]([O-])c2ccccc21 → -7%	0%	6%	16%	?	-1%	10%	5%	-28%	1%

More compounds:
SMILES | FLuc counter | RORg inh | uPA generation | p53 reactivation | MBNL1 CUG block | VP16 counter | Rab9 prom act | NPC1 promoter act | BRCA1 expr act | ELG1 genotox
O=c1c2nnn(-c3ccccc3)c2ncn1C/C=C/c1ccccc1 | -4% | -10% | -7% | 0% | -3% | 25% | 2% | -4% | 5% | -4%
COC(=O)c1c(NC(=O)c2nc3nc(C)cc(C(F)F)n3n2)sc2c1CCC2 | -3% | -3% | 6% | -20% | -2% | -21% | 1% | -3% | -4% | -7%
CC1(NC(=O)C2CCN(C(=O)Nc3ccccc3)CC2)CCS(=O)(=O)C1 (stereo not given) | 2% | -33% | -2% | -1% | 2% | 9% | 17% | -1% | -10% | 0%
Cc1nn(-c2ccccc2)c(C)c1C(=O)OCC(=O)Nc1ccccc1F | 4.8µM* | · | 10µM* | ? | · | · | 2.2µM* | 4µM* | 3% | ?
COc1ccccc1-c1ccc(Nc2cccc(C(C)=O)c2)nn1 | ? | ? | · | ? | -7% | 11% | 24% | 10% | 71% | ?
Brc1ccc(C=Nc2ccc(Nc3ccccc3)cc2)s1 | 24µM* | ? | -12% | 6% | 14% | -7% | -4% | -11% | 24% | 7%
Cc1cc(=O)[nH]c(SCC(=O)Nc2ccccc2C)n1 | 4% | -2% | -4% | 0% | 5% | 0% | -2% | -2% | -24% | 0%
COc1ccc(NC(=S)N2CCCC2)cc1 | -16% | 7% | -1% | 22% | -7% | -5% | 2% | 0% | 26% | 2%
COc1cc2c(cc1OC)C(c1ccc(O)cc1)NCC2 (stereo not given) | 0% | · | 0% | · | 1% | · | 4% | -8% | -11% | ·
O=C(NCCc1ccc(Cl)cc1)C1CCC(=O)N(C2CCCCCC2)C1 (stereo not given) | 0% | 10% | 1% | -3% | 0% | 11% | -1% | -4% | 0% | -1%
O=[N+]([O-])c1cc(CN2CCOCC2)c2cccnc2c1O | 4% | 3% | 7% | -1% | 23% | 4% | 15% | -13% | -7% | -4%
Cc1c(C(=O)c2ccc(N(C)C)cc2)c2ccccn2c1CCC#N | ? | 0% | 6% | 6% | ? | -4% | 2% | 0% | -21% | -3%
Cc1nnc(SCC(=O)Nc2ccc(N3CCOCC3)cc2)n1-c1ccccc1 | ? | 3% | -2% | -4% | 0% | -11% | -3% | -1% | 2% | 0%
COc1cc(/C=N/Nc2nc(-c3ccc(S(=O)(=O)N(C)C)cc3)cs2)ccc1O | 3.4µM* | ? | ? | 6% | 21% | 1% | -9% | -10% | -44% | -25%
Cc1cc(-c2cccnc2)c(C#N)c(SCC#N)n1 | 0% | -22% | -2% | -4% | 8% | -4% | -8% | 10% | 14% | 4%
Cc1c(N(C(=O)c2ccccn2)C2(C(=O)NC3CCCC3)CCCCC2)c(=O)n(-c2ccccc2)n1C | 0% | 27% | 2% | -1% | -3% | -1%[10 µM] | -3% | -3% | 2% | -7%
O=C(CN(C(=O)c1csnn1)c1ccccc1Cl)NC1CCCC1 | 0% | 11% | 0% | 1% | -3% | -3% | -4% | -4% | -1% | -3%
COc1ccc(/C=C2/NC(=O)CNC2=O)cc1 | -2% | 6% | 7% | 0% | ? | -1% | -1%[1.84 µM] | -10% | -3% | 0%
COC(=O)[C@]1(C)N[C@H](CN(C)C(=O)C2CCCCC2)[C@@H]2C(=O)N(Cc3ccccc3)C(=O)[C@@H]21 | · | · | 7% | 7% | · | · | · | · | 14% | 3%
S=c1[nH]nc(-c2cc(-c3ccccc3)n[nH]2)n1/N=C/c1cccc(Cl)c1 | -18% | ? | -1% | 0% | · | ? | -1% | 0% | -26% | 6%
Cc1csc(NC(=O)c2ccc(C)c(S(=O)(=O)N3CCOCC3)c2)n1 | -11% | 34% | · | -2% | -7% | 12% | -2% | -2% | · | -9%
O=C(Nc1ccc(N2CCCCC2)cc1)c1ccc2ccccc2n1 | 4.8µM* | ? | -4% | 18% | -11% | -4% | 2.8µM* | ? | 7% | ?
O=C(CCc1ccccc1)Nc1cccc(-c2nnc(-c3ccco3)o2)c1 | -2% | ? | -4% | 4% | 6% | ? | 3% | 16% | 54% | -6%
NC(=O)CSc1nc2cc([N+](=O)[O-])ccc2n1-c1cccc(C(F)(F)F)c1 | 3% | ? | 1% | -1% | ? | -6% | 1% | -3% | -19% | 1%
CC1=C(C(=O)NCc2ccccn2)C2(CCC(C)CC2)OC1=O (stereo not given) | -1% | 28% | 13% | -7% | 4% | -7% | -5% | 0% | 5% | -7%
Nc1nnc(-c2ccccc2F)s1 | ? | -1% | 0% | 3% | 3% | -22% | 16% | 9% | 15% | 15%
Cc1sc2ncn3c(C)nnc3c2c1C | 0% | 2% | -9% | -5% | ? | -2% | -6% | -1% | 4% | -3%
Cc1ccc(S(=O)(=O)C2(C(=O)NCCc3ccccc3)CC2)cc1 | 7% | 19% | 6% | -2% | -9% | -7% | 24% | -5% | 10% | -2%
Cc1noc(C)c1CN1C(=O)NC2(CCCCCCC2)C1=O | 3% | -32% | 6% | 2% | -12% | ? | -1% | -1% | -12% | 2%
Cc1cc(NC(=O)c2cncc(Br)c2)ccc1NC(=O)c1cc2ccccc2o1 | 0% | ? | 6% | 2% | 88%[activator] | 11µM* | -1% | 1% | -80% | ?
CS(=O)(=O)c1ccc2nnn(OCC(=O)Nc3cccc(C#N)c3)c2c1 | 4% | 10% | -4% | 1% | · | -1% | 1% | 2% | -26% | 0%
C/C(=N/NS(=O)(=O)c1cccc([N+](=O)[O-])c1)c1c[nH]c2ccccc12 | -1% | 17% | 1% | 6% | ? | -10% | 7% | -3% | -19% | 8%
OC(CNCCc1ccc(Cl)cc1Cl)COc1ccccc1 (stereo not given) | 5% | 4% | 3% | -1% | -4% | -2% | -5% | -5% | -61% | -3%
Fc1cccc(CCN2CCNC[C@@H]2c2ccccc2)c1 | 0% | · | 0% | -10% | · | · | -3% | -2% | 0% | 1%
COc1cc(CNc2ccc(O)cc2)cc(Br)c1OCc1ccccc1 | ? | ? | ? | 6% | ? | ? | -1% | -23% | -75% | -1%
CCOc1ccc(/C=C2\SC(=S)N(Nc3ccccc3)C2=O)cc1OC | 11µM* | 40% | 4% | 12% | 2% | ? | -6% | -1% | -9% | 12%
O=C(CCC(=O)c1ccc(F)cc1)Nc1ccccc1Cl | -8% | 14% | -9% | 5% | -13% | 9% | 4% | 0% | 46% | -1%
Cc1ccc(CCNC(=O)c2cc(S(=O)(=O)N3CCCCC3)c[nH]2)cc1 | -11% | 10% | 11% | 16% | -10% | 1% | -1% | -1% | -24% | -2%
O=c1[nH][nH]cc1C=Nc1ccccc1O | 1% | ? | -7% | 11% | 22% | -5% | -10% | 2% | -46% | -2%
Cc1ccc(S(=O)(=O)c2c(N)n(CCN3CCOCC3)c3nc4ccccc4nc23)cc1C | -6% | 4%[10 µM] | 0% | 2% | ? | -3% | 15% | 4% | -33% | 1%

Screening results from PubChem BioAssay.
